EPAC2 ag: qHTS for Agonist of cAMP-regulated guanine nucleotide exchange factor 4 (EPAC2): primary screen. EPAC2 activation, biochemical qHTS; response scale: 100% = 6.5 mM cAMP response. Potency, µM (titrated, usually from 154 µM), for inactives: at the highest dose activation, most hits filed as activators. 0.079% of 360,000 active. AID 720711, 2013; note: potency is the fitted concentration of half-maximal effect; nearly all actives have a fitted effect of over 50% in size
Target sequence (Q8WZA2 whole entry, looked up): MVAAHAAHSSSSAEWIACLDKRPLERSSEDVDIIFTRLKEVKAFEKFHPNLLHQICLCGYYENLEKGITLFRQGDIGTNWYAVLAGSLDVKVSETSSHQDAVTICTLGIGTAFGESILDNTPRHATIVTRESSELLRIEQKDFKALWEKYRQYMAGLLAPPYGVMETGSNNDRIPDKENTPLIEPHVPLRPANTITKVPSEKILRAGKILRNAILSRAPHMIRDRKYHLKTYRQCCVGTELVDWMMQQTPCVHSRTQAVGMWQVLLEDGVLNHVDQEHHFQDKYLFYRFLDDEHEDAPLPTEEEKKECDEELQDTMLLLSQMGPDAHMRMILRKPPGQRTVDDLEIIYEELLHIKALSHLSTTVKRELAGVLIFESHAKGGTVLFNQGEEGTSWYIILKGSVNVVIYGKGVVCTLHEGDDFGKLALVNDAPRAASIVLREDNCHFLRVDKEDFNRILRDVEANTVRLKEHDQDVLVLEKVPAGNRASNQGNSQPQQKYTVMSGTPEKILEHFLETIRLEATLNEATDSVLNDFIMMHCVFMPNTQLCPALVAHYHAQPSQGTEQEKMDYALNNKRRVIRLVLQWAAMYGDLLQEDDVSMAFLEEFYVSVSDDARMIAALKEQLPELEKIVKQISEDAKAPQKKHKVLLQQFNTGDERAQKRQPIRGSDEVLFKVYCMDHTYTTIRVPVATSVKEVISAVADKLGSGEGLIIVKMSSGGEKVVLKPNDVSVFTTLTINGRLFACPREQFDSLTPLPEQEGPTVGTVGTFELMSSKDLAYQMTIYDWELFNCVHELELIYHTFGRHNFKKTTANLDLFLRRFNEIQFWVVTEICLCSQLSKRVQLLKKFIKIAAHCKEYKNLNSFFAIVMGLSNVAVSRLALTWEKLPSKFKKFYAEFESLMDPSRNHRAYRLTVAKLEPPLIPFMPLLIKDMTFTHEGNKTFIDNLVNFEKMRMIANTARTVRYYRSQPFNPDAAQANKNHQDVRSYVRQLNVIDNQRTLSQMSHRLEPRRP
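qHTS, titration series. 100 nM EPAC2 / 250 nM Rap1B-BODIPY-GDP / 50 uM GDP; RT; ex 480/em 540 nm, 5-min reads to 30 min. Norm. to 6.5 mM cAMP = activation.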
S2 tox: Viability Counterscreen for Primary qHTS for Inhibitors of ATXN expression; S2 cells (HEK-293 line with an ATXN2-luciferase reporter) viability, CellTiter-Fluor protease fluorescence, 24 h; Potency, µM (highest dose often 56.7 µM), usual class: cytotoxic; 0.49% of 400,000 active; note: potency is the fitted concentration of half-maximal effect; nearly all actives have a fitted effect of over 40% in size
A549 viability: Nrf2 qHTS screen for inhibitors: counterscreen for cytotoxicity; A549 ARE-Fluc cells, CellTiter-Fluor viability, 18-24 h; Potency, µM (top dose mostly 46 µM), inactives show top-dose activity change, negative = cytotoxicity, most hits filed as inhibitors; 0.16% of 390,000 active; AID 504648, 2011; note: potency is the fitted concentration of half-maximal effect; % is set by controls: 0 for no effect and ±100 for the full control effect
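A549 ARE-Fluc cells in 5% FBS OPTI-MEM, 5000 cells/well, rested 2 h then exposed to compounds in concentration-response for 18-24 h at 37 °C. Viability by CellTiter-Fluor fluorescence (Ex 405/Em 525) after 30 min; luciferase luminescence (BugLite, 15 min, RT) read afterwards.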
TGFb inhibitor: qHTS for Inhibitors of TGF-b; HepG2 CAGA-GFP TGF-b/SMAD3 reporter, GFP fluorescence, 18 h; TGF-beta stimulated, 500 pg/mL final; Potency, µM (highest dose often 46.1 µM), inactives show at the highest dose activity, negative = inhibition, usual class: inhibitors; 1.2% of 410,000 active; AID 588855, 2011; note: potency is the fitted concentration of half-maximal effect; % is set by controls: 0 for no effect and ±100 for the full control effect; nearly all actives have a fitted effect of over 65% in size
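HEPG2 CAGA-GFP reporter cells (1000/well, DMEM with 1% FBS) received compounds, then recombinant TGF-beta at 500 pg/mL final for 18 hours at 37 degrees C. Per-cell GFP summed per well was normalised to unstimulated and stimulated DMSO controls before curve fitting.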
Nrf2 inh: Nrf2 qHTS screen for inhibitors; A549 ARE-Fluc reporter, luciferase luminescence, 18-24 h; Potency, µM (highest dose often 46 µM), for inactives: at the top dose activity change, negative = inhibition, usual class: inhibitors; 2.1% of 360,000 active; note: potency is the fitted concentration of half-maximal effect; % is set by controls: 0 for no effect and ±100 for the full control effect; nearly all actives have a fitted effect of over 60% in size
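Concentration-response testing used A549 ARE_Fluc cells at 5000 cells/well. Following an 18-24 h compound incubation, viability was read by fluorescence (Ex 405/Em 525) and luciferase output by luminescence.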
HepG2 viability: qHTS for Inhibitors of TGF-b: Cytotox Counterscreen | HepG2 CAGA-GFP viability, ATP luminescence, 18 h | AID 588856, 2011 | 0.76% of 410,000 active | Potency, µM (highest dose often 46.1 µM), for inactives: at the top dose activity change, negative = cytotoxicity, usual class: cytotoxic; note: potency is the fitted concentration of half-maximal effect; some results filed as inactive show a strong effect at the top dose
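CellTiter-Glo luminescence gave cytotoxicity after 18 hours at 37 degrees C. The cells were HepG2 CAGA-GFP in 1% FBS DMEM, stimulated with 500 pg/mL TGF-beta after compound addition. %Activity was normalised to no-cell wells (complete cell-killing) and DMSO (no toxicity), and curves were fitted and classified.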
ATXN2 expr inh: Primary qHTS for Inhibitors of ATXN expression. HEK-293 ATXN2-luciferase reporter, luminescence, 24 h. Potency, µM (highest dose often 57 µM), for the others: at the top dose activity change, negative = inhibition, most hits filed as inhibitors. 0.72% of 360,000 active; note: potency is the fitted concentration of half-maximal effect; % is set by controls: 0 for no effect and ±100 for the full control effect; nearly all actives have a fitted effect of over 55% in size
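qHTS (up to 57 uM final) was run with 24 h compound exposure of reporter cells at 37 °C. Each well was multiplexed: SteadyGlo luminescence measured ATXN2-luciferase expression after a fluorogenic Gly-Phe-AFC viability readout (25 uM final).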
Nrf2 activator: qHTS of Nrf2 Activators | AREc32 ARE-luciferase reporter (MCF7-derived line), luminescence, 24 h | Potency, µM (doses to about 46.1 µM), inactives show top-dose activation, usual class: activators | AID 624171, 2012 | 0.31% of 410,000 active; note: potency is the fitted concentration of half-maximal effect; % of control where 0% means no effect; nearly all actives have a fitted effect of over 65% in size
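AREc32 cells carrying an ARE-driven firefly luciferase reporter were seeded at 1000 cells/well in OPTI-MEM with 5% FBS, then exposed to compound for 24 hr at 37 deg C. Luminescence was read with Steady-Glo after 30 min at RT.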
IL-2 act: qHTS of IL-2 Activators; activation, % (series mostly up to about 46 µM); 0.065% of 360,000 active; IL-2 activation reporter assay, cell-based qHTS; stimulated with anti-CD3/CD4/CD28 beads; in transgenic mouse T cells; in the data active = activation above about 50%; inconclusive = mostly about 30% to 49%; note: 0% is about no effect
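Using fluorescent plate cytometry, EGFP and DsRed are detected in transgenic mouse T cells stimulated 18 h at 37 degrees C with antibody-coated beads after 60 min compound pretreatment.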
Starred values were filed as active, the others as inactive; i = inactive; ? = inconclusive; · = not tested or not shown; & = joins results of further samples; [ ] = another dose, or the depositor's remark. Unless noted, calls come from the whole dose curve; as a rule, active = well fitted curve in the direction sought with a large enough effect; inconclusive = small, poorly fitted or top-dose-only effect, or another doubt; inactive = no such curve, though single readings can be large; an effect the other way counts as inactive or inconclusive.

structure	EPAC2 ag	S2 tox	A549 viability	TGFb inhibitor	Nrf2 inh	HepG2 viability	ATXN2 expr inh	Nrf2 activator	IL-2 act
C#CCOCCOCCOCCNc1nc(N2CCN(C(=O)Cn3cc(CCCCN)nn3)CC2)nc(N2CCN(C(=O)[C@H](C(C)C)n3cc(CCO)nn3)CC2)n1	4%	i	-4%	-1%	-1%	0%	11%	0.2%	-1.3
CCc1ccc(Oc2c(C(F)(F)F)oc3c(CN4CCCC(C)C4)c(O)ccc3c2=O)cc1 (stereo not drawn)	·	·	1%	-20%	12%	-20%	·	0.0%	·
CC(=O)Nc1ccc(NS(C)(=O)=O)cc1	7%	i	3%	-3%	3%	-2%	110%[activator]	-0.5%	0.3
COc1ccc(-c2cccc(NS(=O)(=O)c3cc(C)c(Cl)cc3C)c2)nn1	·	i	2%	?	·	11µM*	-22%	-0.2%	·
O=C(O)c1ccccc1C(=O)NCCc1c(C(=O)O)[nH]c2ccc(Cl)cc12	-5%	i	8%	-7%	0%	-4%	3%	-0.4%	-1.5
O=C(Nc1ccc(O)c(-c2nc3ccccc3s2)c1)c1cc(=O)c2ccccc2o1	6%	?	10%	-18%	7%	-33%	?	1.8%	-3.9
C=CCn1cccc(C(=O)Nc2ccc(Cl)cc2)c1=O	-2%	i	-1%	-23%	?	-38%	21%	8.8%	-0.3
CCCNC(=O)c1cc(-c2ccccc2)c(N2CCCCC2)s1	-1%	i	0%	3%	-10%	-8%	·	-0.6%	0.2
CCN1C(=O)[C@H]2[C@@H](c3ccc(-c4ccc(F)cc4)cc3)N[C@@](CC(C)C)(C(=O)OC)[C@H]2C1=O	4%	i	11%	1%	?	-4%	-19%	3.8%	1.0
Cc1cc(F)ccc1NC(=O)CN1C(=O)CCc2cc(S(=O)(=O)N3CCOCC3)ccc21	·	i	0%	1%	·	-2%	2%	-0.2%	·
CCOc1ccc(CCNC(=O)CS(=O)Cc2nc(-c3ccccc3Cl)oc2C)cc1OCC (stereo not drawn)	0%	i	-1%	-17%	-8%	-34%	-9%	-0.1%	-1.8
CC(NC(=O)c1ccc(Cl)c(Cl)c1)c1ccc(-c2ccccc2)cc1 (stereo not drawn)	8%	i	-6%	23%	-17%	13%	·	0.6%	-1.1
Cc1ccc(NS(=O)(=O)c2cccc(C(=O)NCC(c3ccc(F)cc3)N3CCOCC3)c2)cc1 (stereo not drawn)	6%	i	3%	-12%	-16%	-23%	-22%	2.5%	-4.4
O=C(c1cc(-c2ccccc2O)on1)N1CCc2ccccc2C1	-3%	i	-5%	-3%	17%	-4%	25%	4.9%	-0.6
CCN1C(=O)S/C(=C/c2ccc(Oc3ccc([N+](=O)[O-])cn3)c(OC)c2)C1=O	5%	?	-10%	-12%	-25%	-2%	·	-0.1%	-0.3

Other compounds
structure	EPAC2 ag	S2 tox	A549 viability	TGFb inhibitor	Nrf2 inh	HepG2 viability	ATXN2 expr inh	Nrf2 activator	IL-2 act
CCN(C(=O)c1c(-c2ccccc2)noc1C)c1ccccc1	-2%	?	2%	0%	16%	-2%	-1%	0.0%	-3.0
NC(c1csc(NC(=O)c2cccc(OC(F)(F)F)c2)n1)c1ccccc1Cl (stereo not drawn)	-5%	?	·	11µM*	·	-84%	32µM*	-0.2%	-0.6
Cc1ccc(NC(=O)c2cc(-c3ccc4c(c3)OCO4)on2)cc1	6%	i	1%&4%	2%&18%	9%&6%	-8%&8%	0%&-7%	-0.1%&-0.9%	-0.7
Cc1ccccc1C(=O)Oc1cccc2c(O)cccc12	12%	i	-12%	?	-18%	1%	20%	22%	0.6
CN(Cc1ccc(F)cc1)C(=O)C(Cc1ccccc1)NC(=O)c1ccccc1 (stereo not drawn)	0%	i	1%	-22%	-4%	-16%	-7%	0.4%	-0.6
CC1=NN(/C(=N\c2nnc(C)s2)Nc2ccccc2)[C@H](c2ccc(C)cc2)S1	4%	i	2%	-9%	0%	-29%	6%	2.6%	-2.3
CC(C)n1cc(C(N)=S)c(=O)n(Cc2ccccc2)c1=O	8%	i	0%	7%	1%	-1%	-6%	0.3%	0.0
CC1CCCC/C1=N\Nc1ccc(S(N)(=O)=O)cc1[N+](=O)[O-] (stereo not drawn)	-5%	i	-16%	11%	-28%	2%	3%	-0.4%	-0.4
CN=CC1=C(O)C(C(=O)OC)C(C)(C)CC1=O (stereo not drawn)	-7%	i	-16%	5%	8%	-2%	3%	0.1%	1.4
CCc1nnc(NC(=O)C=C(C)C)s1	-1%[15.6 µM]	i	0%	3%	?	-3%	22%	-0.4%	-0.1
CCOC(=O)N1CCN(C(=O)CSc2cc(C)nc3c(-c4ccccc4OC)c(C)nn23)CC1	10%	?	-4%	?	?	-77%	-9%	8.2%	0.1
CN(C)CC(C)(C)CNC(=O)c1cc(Br)cc(Br)c1O	3%	i	1%	-10%	9%	-12%	·	0.3%	-1.9
CCCCc1ccc(NC(=O)c2cc3c(=O)n4ccccc4nc3n2C)cc1	·	·	4%	-3%	0%	6%	·	-0.1%	·
COC(=O)c1ccc(C2CC(=O)Nc3cc(OC)c(OC)c(OC)c32)cc1 (stereo not drawn)	14%	i	-6%	?	·	8%	14%	4.7%	-2.2
CCOc1cc(/C=C/C(=O)c2ccc(OC)c(CN3CCOCC3)c2)cc(Br)c1O	18%	i	-12%	20%	?	2%	?	?	4.7

(cont.)
structure	EPAC2 ag	S2 tox	A549 viability	TGFb inhibitor	Nrf2 inh	HepG2 viability	ATXN2 expr inh	Nrf2 activator	IL-2 act
CCc1ccc(N2CCN(CCNC(=O)Nc3ccccc3)CC2)cc1	5%	?	-4%	?	3%	-45%	-9%	0.4%	1.0
CCCCn1nnnc1C(c1ccccc1)N1CCN(C/C=C/c2ccccc2)CC1 (stereo not drawn)	1%	?	·	?	·	-18%	-15%	0.4%	1.1
Clc1cc(NCc2ccccc2)ncn1	-3%	i	8%	8%	5%	12%	2%	-0.5%	-3.2
O=C(CSc1ncn[nH]1)N1c2ccccc2Sc2ccccc21	0%	i	-8%	-18%	-19%	-12%	-10%	-0.4%	-2.6
CCCS(=O)(=O)N1CCN(CCN2C(=O)c3cccc4cccc(c34)C2=O)CC1	24%	i	0%	-1%	?	-14%	-19%	-0.6%	1.5
Cc1ccc(CN2CCN(/N=C/c3cc(Br)cc(Br)c3O)CC2)c(C)c1	2%	i	13%	-2%	8%	2%	-7%	0.8%	0.9
CCc1nc2c(OCCn3cccc3)cccn2c1N(C)C(=O)c1ccccc1F	7%	i	·	6%	·	6%	4%	-0.8%	-0.3
CN(C)S(=O)(=O)c1ccc(C(=O)Nc2cccc(C(=O)N3CCOCC3)c2)cc1	2%	i	-3%	6%	4%	9%	8%	-1.1%	-2.8
COc1cc(/C=N/NC(=O)c2ccc(N)cc2)ccc1OC(=O)c1cccc(C)c1	-5%	i	4%	1%	0%	-2%	-5%	9.7%	-0.4
O=C(NCc1ccc(F)cc1)c1cccc(S(=O)(=O)N2CCCC2)c1	3%	i	12%	-8%	·	-3%	-11%	-0.5%	-0.3
CCn1ccc2cc(S(=O)(=O)N3CCC(C(=O)NCc4cccc(C)c4)CC3)ccc21	·	i	0%	-34%	·	-6%	-4%	3.0%	·
CCC(=O)NC(=S)Nc1ccc(NC(=O)CC)cc1	12%	i	11%	-4%	16%	-1%	10%	3.1%	-0.4
CCNc1nc(NC(C)C)nc(-c2ccncc2)n1	-6%	i	·	15%	·	2%	18%	0.4%	-0.3
CCc1ccccc1NC(=O)Cn1c(C(=O)OC)cc2oc(C)cc21	·	i	-8%	-1%	-13%	0%	11%	-0.5%	·
N=C1C(c2ccccc2)=C(O)CN1c1ccccc1N1CCOCC1	7%	i	3%	-3%	1%	-16%	1%	-0.7%	-2.1
O=C(CCNS(=O)(=O)c1ccccc1)OCc1nnc(-c2ccccc2)o1	21%	i	-8%	-26%	15%	-5%	9%	4.4%	-1.5
CCCS(=O)(=O)c1c(S(=O)(=O)CCC)c2c(N)cccn2c1C(=O)c1ccc(Br)cc1	-4%	i	-15%	-4%	?	-48%	-2%	0.3%	-1.0
Cc1nn(-c2ccc(Cl)cc2)c2nc(-c3cccnc3)cc(C(F)(F)F)c12	·	·	2%	-5%	7%	-2%	·	0.7%	·

Another view of some results above:
Results follow in this order: EPAC2 ag, S2 tox, A549 viability, TGFb inhibitor, Nrf2 inh, HepG2 viability, ATXN2 expr inh, Nrf2 activator, IL-2 act
CCCCn1nnnc1C(c1ccccc1)N1CCN(C/C=C/c2ccccc2)CC1 (stereo not drawn)
 : 1%, ?, ·, ?, ·, -18%, -15%, 0.4%, 1.1
Clc1cc(NCc2ccccc2)ncn1
 : -3%, i, 8%, 8%, 5%, 12%, 2%, -0.5%, -3.2
O=C(CSc1ncn[nH]1)N1c2ccccc2Sc2ccccc21
 : 0%, i, -8%, -18%, -19%, -12%, -10%, -0.4%, -2.6
CCCS(=O)(=O)N1CCN(CCN2C(=O)c3cccc4cccc(c34)C2=O)CC1
 : 24%, i, 0%, -1%, ?, -14%, -19%, -0.6%, 1.5
